aDG glyco act: increases alpha dystroglycan glycosylation; Pro5-aDG cells, alpha-DG glycosylation AlphaScreen (IIH6); 0% Pro5, 100% B10-LARGE cell signal; activation, % at 10 µM; 360,000 compounds, 0.22% hits;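 active = activation of at least 8% versus controls, or a plate z-score of at least 8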;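 also: Pro5 are CHO cells carrying HIG-tagged alpha-DG that lacks glycosylation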
Glyco luc inh: blocks N-linked glycosylation in D54 reporter cells. 360,000 compounds, 0.23% hits. reporter increase, % at 12.5 µM. D54 ERlucT glycosylation luciferase reporter, 24 h; percent of 100 nM tunicamycin response;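 active = mean luciferase reporter signal, scaled so untreated is 0 and the glycosylation-blocking control 100, at or above a set limit in every replicate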;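 also: luciferase carries N-glycosylation sites so blocking glycosylation raises the light; 0% = median of neutral control wells and 100% = median of 100 nM tunicamycin wells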
Exocytosis inh: lytic granule exocytosis inhibition; inhibition, % at 10 µM; TALL-104 LAMP-1 surface exposure, flow cytometry; cells stimulated with thapsigargin and PMA; AID 651702; 360,000 compounds, 0.66% hits;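 active = inhibition above about 55%, limit read from the data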
ABCB6 inh MLPCN: inhibitors of human ABC transporter ABCB6; K562-ABCB6 porphyrin accumulation, flow cytometry, 1 h; stronger effect = lower value; fluorescence ratio to DMSO, % at 10 µM; 360,000 compounds, 0.19% hits; AID 602162;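 active = fluorescence ratio to DMSO below 75%, the collection mean minus 3 SD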;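 also: signal is porphyrin accumulated inside mitochondria; 100% equals median channel fluorescence of DMSO control wells; lower ratio means ABCB6 inhibition with less porphyrin fluorescence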
ABHD5 PLIN5 PPI: ABHD5-PLIN5 protein interaction inhibition; Q00G26+Q8WTS1; inhibition, % at 4 µM; AID 602281; 360,000 compounds, 0.78% hits; Split G. princeps luciferase complementation, luminescence, 4 h;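 active = inhibition above the mean inhibition across every tested compound plus 3 SD, cut at about 22% in these data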;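 also: 0% = DMSO only wells and the 100% control is not disclosed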
H9c2 protect: myocardial damage modulation in H9c2 cells; H9c2 cardiomyocytes, H2O2 injury protection, ATPLite, 2 h; protection from H2O2 cell death, % at 20 µM; 360,000 compounds, 0.63% hits; AID 588492;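 active = compounds giving at least 50% protection of heart cells from peroxide-induced death in the single-dose screen, raw or plate-pattern-corrected value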;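 also: 0% = DMSO wells with peroxide and 100% = DMSO wells without peroxide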
m5-HT2A agonist: agonists of mouse serotonin 5-HT2A receptor (HTR2A). P35363. CHO-K1 mHTR2A beta-arrestin complementation, luminescence; percent of 30 µM serotonin response. activation, % at 7.6 µM. 360,000 compounds, 0.66% hits. AID 624169;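 active = activation above a run cutoff, the mean activation of all tested compounds plus 3 SD, cut at about 14% in these data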;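 also: 0% = plate median of compound wells and 100% = 30 µM serotonin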
Target sequence (P35363 whole entry, looked up): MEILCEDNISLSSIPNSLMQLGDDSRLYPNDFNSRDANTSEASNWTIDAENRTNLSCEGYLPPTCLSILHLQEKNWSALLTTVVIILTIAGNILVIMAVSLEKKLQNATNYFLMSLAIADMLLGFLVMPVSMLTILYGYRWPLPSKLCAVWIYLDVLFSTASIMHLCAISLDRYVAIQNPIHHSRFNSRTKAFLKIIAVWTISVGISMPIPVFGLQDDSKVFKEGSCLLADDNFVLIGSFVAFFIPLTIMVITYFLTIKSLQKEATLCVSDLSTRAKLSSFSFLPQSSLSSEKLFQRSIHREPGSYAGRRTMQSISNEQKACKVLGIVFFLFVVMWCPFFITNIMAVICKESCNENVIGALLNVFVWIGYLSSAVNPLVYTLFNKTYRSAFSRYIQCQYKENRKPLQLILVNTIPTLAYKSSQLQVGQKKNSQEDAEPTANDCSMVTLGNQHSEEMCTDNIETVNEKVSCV
hiPSC survival: hiPSC single-cell survival enhancement. ATPlite luminescence; 100% = ROCK inhibitor wells, 0% = DMSO. survival enhancement, % at 20 µM. 360,000 compounds, 0.044% hits. AID 602274; in the data active = survival enhancement above about 18%;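 also: cells exposed to compounds for 16 hours before the ATP read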
MC4R antag cAMP: antagonists of human melanocortin 4 receptor (MC4R) | 360,000 compounds, 0.48% hits | P32245 | MC4R-expressing cells, MTII-stimulated cAMP, LANCE TR-FRET | inhibition, % at 6.5 µM | AID 540295;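 active = inhibition above its plate's cutoff, the mean of tested wells on that plate plus 3 SD, cut at about 29% in these data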;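 also: 0% = Melanotan II alone and 100% = Melanotan II plus saturating MCL0020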
Target sequence (P32245 whole entry, looked up): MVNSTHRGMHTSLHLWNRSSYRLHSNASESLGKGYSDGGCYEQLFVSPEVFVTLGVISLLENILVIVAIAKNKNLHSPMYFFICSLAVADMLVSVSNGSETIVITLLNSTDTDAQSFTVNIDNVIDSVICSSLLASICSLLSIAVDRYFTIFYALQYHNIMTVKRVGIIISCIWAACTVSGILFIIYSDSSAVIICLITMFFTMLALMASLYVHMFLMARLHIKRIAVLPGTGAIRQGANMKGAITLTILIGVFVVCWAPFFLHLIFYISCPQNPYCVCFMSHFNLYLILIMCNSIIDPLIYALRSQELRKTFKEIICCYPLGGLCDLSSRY
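Assay system: U2OS cells stably expressing human melanocortin 4 receptor (MC4R) / Dosing: 6.5 µM / Timing: compound 30 min, challenge 1 h, detection 1 h / Measured by: Eu-cAMP/anti-cAMP TR-FRET, emission 671 nm / Replicates: singlicate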
MC4R barr agon: human MC4R agonism via beta-arrestin; U2OS MC4R beta-arrestin complementation, luminescence; percent of melanotan II response, DMSO zero; activation, % at 8.9 µM; 360,000 compounds, 0.98% hits; P32245;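 active = activation above a per-plate cutoff, the mean activation of sample wells on that plate plus 3 SD, cut at about 8% in these data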
* = called active by the depositor; x = not tested or not shown.

SMILES	aDG glyco act	Glyco luc inh	Exocytosis inh	ABCB6 inh MLPCN	ABHD5 PLIN5 PPI	H9c2 protect	m5-HT2A agonist	hiPSC survival	MC4R antag cAMP	MC4R barr agon
COc1ccccc1C(=O)NC(=O)COC(=O)CN1C(=O)NC2(CCCCC2C)C1=O (stereo not drawn)	-0.2	-2	2	101	-3	6	2	-0.2	0	0.5
Cc1ccc(N2C(=O)CS(=O)C(c3ccccc3)C2=O)cc1C (stereo not drawn)	0.0	2	-1	104	4	3	-2	-3.0	4	0.1
COC(=O)CCCCC1SCC(NC(=O)c2ccccc2)C1=O (stereo not drawn)	-0.3	1	0	102	-1	-4	3	-2.0	5	-2.0
Cc1cc(C)n(-c2nc3c(c(=O)n(C)c(=O)n3C)n2Cc2cccc(Br)c2)n1	0.0	1	-8	99	0	6	-1	-0.3	8	-0.7
Brc1ccc2c(c1)-c1ccccc1C1=NCCN12	-0.3	-7	-8	92	7	-11	1	-0.3	-6	-0.6
CSc1c(CC(=O)NCCCO)n(Cc2ccccc2)c2ccccc12	0.1	2	-4	98	6	7	-4	-0.2	2	-0.4
COc1ccc(Br)cc1CNC(=O)C1CCN(c2nnc(N3CCCC3=O)s2)CC1	0.6	1	-4	101	8	-2	1	0.0	20	-3.1
Cc1cc(=O)[nH]c(N2CCN(c3ccc(Cl)cc3)CC2)n1	0.0	0	-4	143	-1	2	-6	0.0	12	-0.7
CCN(c1ccc(NC(=O)CSc2ccc3c(c2)OCCO3)cc1)C(C)C	-0.1	4	-11	94	-1	-5	-1	-0.4	-2	0.9
COc1ccc(CC(NC(C)=O)C(=O)NC2CCN(S(=O)(=O)c3ccc(NC(C)=O)cc3)CC2)cc1 (stereo not drawn)	-0.1	1	-12	157	10	-2	5	-0.6	-8	0.6
Cc1ccc(-c2noc(CCC(=O)Nc3ccccc3C)n2)cc1	0.4	3	-4	102	-8	-10	0	7.5	6	0.7
CCC1CCCCN1C(=O)COC(=O)CSc1ccc(C(N)=O)cc1[N+](=O)[O-] (stereo not drawn)	0.1	0	-15	102	-4	9	-2	-0.5	13	-0.4
CC(Oc1ccc(F)cc1)C(=O)Nc1ccccc1C(=O)NC1CC1 (stereo not drawn)	0.0	2	16	91	6	-3	-2	-0.1	7	0.8
Cc1nnc(N2CCC(C(=O)NC3CCC(C)CC3)CC2)c2nn(-c3ccc(Cl)cc3)c(C)c12 (stereo not drawn)	1.4	13	-12	99	-11	-9	-7	-0.1	8	-0.6
CN(C)c1nc(SCC(=O)Nc2ccc(Cl)c(Cl)c2)nc(N2CCOCC2)n1	0.1	0	74*	97	4	-13	3	0.9	22	3.3
COc1ccc(CCNC2CCN(C)CC2)cc1OC	0.0	-3	-1	95	3	8	0	5.1	7	0.7
COC(=O)[C@H]1C[C@H](OC(=O)Nc2cccs2)[C@@]2(O)CN(S(=O)(=O)c3ccc(C)cc3)CC2[C@H]1C(=O)OC (stereo partly drawn)	0.1	0	-2	91	5	6	13	2.0	0	0.4
Cc1ccc(S(=O)(=O)c2c(N)n(C)c3nc4ccccc4nc23)cc1	-0.3	0	-1	98	-3	-4	8	-1.1	5	-0.9
Brc1ccc(CNc2ccc3ncccc3c2)cc1	2.8*	-3	3	100	-6	-16	3	-0.1	5	-0.3
Cc1ccccc1NCc1nnc2n1CCCCC2	-0.1	2	-5	88	5	-2	1	-1.9	4	-1.9
CC(C)CCNC(=O)c1onc(CSc2ccccc2)c1C(=O)NCCC(C)C	0.3	-8	22	99	-2	-8	-2	-2.6	11	-0.9
Cc1ccc(S(=O)(=O)NCCNC(=O)CN2CCOCC2)cc1	-0.1	2	-3	97	-8	-2	-4	0.0	2	-0.8
O=C(NC(c1ccccc1)c1ccccc1)N1CCOCC1	-0.3	1	0	96	-7	-6	-2	-0.3	1	-0.1
CCOC(=O)C(=CNc1nc(-c2ccccc2)c(C(=O)Nc2ccc(-c3ccccc3)cc2)s1)C(=O)OCC	0.1	-1	0	95	-1	4	4	-0.2	-2	-2.4
CC/C(=N\NC(=O)C1CC1)c1cccc(Cl)c1	-0.2	1	-5	99	0	-11	-1	-1.4	7	-2.5
N#Cc1sc(NCc2ccccc2)nc1Cl	0.4	-1	0	93	-6	-4	-8	4.9	21	0.9
N#Cc1cnc2nc1NCCCCCCC2	-0.2	-2	-6	99	-4	3	-1	-1.1	-1	-1.2
Cc1oc(-c2ccccc2)cc1C(=O)NCc1ccncc1	0.1	-1	-4	97	14	0	-2	-0.2	-5	3.0
Cc1ccc(Nc2nc3c([nH]2)c(=O)n(C)c(=O)n3C)cc1	0.6	-4	2	97	-2	13	-1	1.8	0	-0.9
CC(=O)C[C@H]1c2cc(C(F)(F)F)ccc2S(=O)(=O)N1Cc1ccccc1	-0.1	-2	-7	102	-3	-14	-5	-0.3	8	0.4
COC(=O)c1ccc(NC(=O)Cn2nnc3ccccc32)cc1	0.3	0	0	94	-14	-11	-4	-2.1	-2	-1.2
O=S(=O)(c1cccc2nsnc12)N1CCN(Cc2ccccc2)CC1	0.0	-2	-10	98	2	-5	-8	2.1	3	-0.7
CCCc1nnc(NC(=O)C2CC(=O)N(CCc3ccc(F)cc3)C2)s1 (stereo not drawn)	-0.1	2	-10	97	-5	3	3	-0.4	-2	1.6
O=C(CCN1CCCCCC1)Nc1ccc2c(c1)OCCO2	0.5	3	8	98	0	4	1	0.9	0	-2.1
CN(C)CC/C=C1/c2cc(F)ccc2CSc2ccc(F)cc21	-0.2	0	-1	97	1	6	-7	-0.8	9	2.3
CCn1cc(/C=C(\NC(=O)c2ccc(C)cc2)C(=O)NCCN2CCOCC2)c2ccccc21	-0.1	-2	4	112	2	-3	-12	-0.5	20	-0.8
COc1cc(NC(=O)c2cccc(NC3=NC4CS(=O)(=O)CC4S3)c2)cc(OC)c1OC (stereo not drawn)	-0.3	-2	1	103	-2	3	3	-0.2	-5	0.1
Cc1nc(NC(=O)c2ccccc2O)sc1C	-0.1	-1	-2	93	-5	-13	0	-0.7	-1	-0.5
COc1ccc(NCc2nnc(SCC(=O)Nc3cc(C(F)(F)F)ccc3Cl)o2)cc1	0.0	0	-1	90	-6	-2	0	1.2	0	0.1
COc1ccc(C(=O)Nc2ccc3ccccc3c2)cc1OC	0.1	-3	-2	102	-2	0	-2	-0.9	18	3.2
Cn1c(=O)c(C(=O)Nc2ccccn2)c(O)c2ccccc21	1.6	-16	2	89	-1	-12	-1	-1.8	-1	2.9
Cc1nn(C(=O)c2cccnc2)c(C)c1C	-0.2	2	2	95	-3	3	1	0.4	4	-2.1
COc1ccccc1NC(=O)c1cc(C(=O)Nc2ccccc2OC)cc(N2C(=O)CCC2=O)c1	0.0	0	0	99	0	1	2	2.3	-1	-1.0
COc1ccccc1NC(=O)CSc1nc(=O)n(Cc2ccncc2)c2c1CCCC2	0.2	-1	-3	97	8	2	1	-0.3	2	-2.8
CC(C)(C)c1ccc(C2C(C(=O)c3ccco3)=C(O)C(=O)N2CC2CCCO2)cc1 (stereo not drawn)	-0.2	-3	4	97	-6	-2	-2	1.0	10	1.0

Nothing new here: two of the compounds above.
SMILES	aDG glyco act	Glyco luc inh	Exocytosis inh	ABCB6 inh MLPCN	ABHD5 PLIN5 PPI	H9c2 protect	m5-HT2A agonist	hiPSC survival	MC4R antag cAMP	MC4R barr agon
COc1ccccc1NC(=O)CSc1nc(=O)n(Cc2ccncc2)c2c1CCCC2	0.2	-1	-3	97	8	2	1	-0.3	2	-2.8
CC(C)(C)c1ccc(C2C(C(=O)c3ccco3)=C(O)C(=O)N2CC2CCCO2)cc1 (stereo not drawn)	-0.2	-3	4	97	-6	-2	-2	1.0	10	1.0

(continued)
SMILES	aDG glyco act	Glyco luc inh	Exocytosis inh	ABCB6 inh MLPCN	ABHD5 PLIN5 PPI	H9c2 protect	m5-HT2A agonist	hiPSC survival	MC4R antag cAMP	MC4R barr agon
COc1ccccc1-n1c(C)c(C(C)=O)c2cc(O)ccc21	0.0	-5	0	98	4	14	2	-0.5	3	-0.7
O=C(CCCl)Nc1ccc(S(=O)(=O)NCc2ccco2)cc1	0.2	-2	0	99	-8	-4	3	2.0	13	1.5
Cc1cccn2c(=O)c(/C=N/O)c(N3CCCCC3)nc12	0.0	2	0	98	-10	-6	-3	-1.2	1	0.2
COc1ccc(S(=O)(=O)N2CCN=C2SCc2cccc(F)c2)cc1	0.0	-3	-5	94	-9	-1	-8	0.2	-3	-1.8
Cc1c(C(=O)Nc2ccc(Br)cc2)cnn1C	-0.2	0	-2	100	1	4	-3	4.1	1	-1.4
COc1ccc(N2CCN(CCCNC(=O)Cn3c(=O)c4cccn4c4ccccc43)CC2)cc1	-0.5	0	0	99	-3	17	-5	-0.5	-1	-3.1
O=C(Nc1ccccc1Cl)c1cc(C2CCCCN2C(=O)c2cccs2)on1 (stereo not drawn)	0.3	-4	0	105	-8	-17	-6	-0.1	20	0.8
C=CCNC(=S)/N=c1/ccccn1CCC	-0.1	1	-6	96	-3	-11	1	0.4	3	-1.6
Cc1ccc2nc(NC(=O)CSc3ncnc4c3oc3ccccc34)sc2c1	0.1	2	-3	97	-5	-7	3	0.4	8	1.9
CS(=O)(=O)Nc1ccccc1C(=O)NC1CC2CCC1C2 (stereo not drawn)	0.0	-1	-3	88	-5	12	3	5.0	3	-1.6
COCCn1c(=S)[nH]c2ncccc2c1=O	0.2	0	-1	99	1	-1	4	-1.2	-2	2.0
CCOC(=O)[C@@H]1[C@H]2COc3cc(OC)ccc3[C@H]2N2C(=O)N(c3ccc(OC)cc3)C(=O)[C@]12C	-0.1	3	-12	103	-2	5	7	6.1	-2	-2.3
Cc1ccc(OCC(=O)Nc2cccc(S(=O)(=O)N3CCCCCC3)c2)c([N+](=O)[O-])n1	-0.1	-2	14	100	-2	-9	-1	-0.1	9	0.9
COc1ccc(NC(=O)C2CC(=O)N(C)C(=Nc3ccc4c(c3)OCO4)S2)cc1 (stereo not drawn)	-0.1	2	1	90	-6	4	0	7.5	-2	-0.8
CCCCOCCCNC(=O)C[C@@H]1C[C@@]2(C(=O)OCC)CCC=C2N(Cc2ccc3c(c2)OCO3)C1=O	-0.2	x	19	97	4	x	3	-0.5	x	x
Cc1cc(CSC(=N)N)c(CSC(=N)N)cc1C	-0.1	4	1	90	7	-1	0	-0.1	-1	1.1
Cc1c(OC(C)C(=O)N2C[C@H]3C[C@@H](C2)c2cccc(=O)n2C3)ccc2c3c(c(=O)oc12)CCC3 (stereo partly drawn)	0.3	5	-2	94	4	2	1	0.0	4	-1.5
COc1cc(C(=O)Nc2cccc3ncccc23)cc(OC)c1OC	1.3	3	-2	97	3	14	2	1.2	-1	-0.5
COc1ccccc1C(=O)NNC(=O)C1CC=CCC1 (stereo not drawn)	-0.2	-1	8	100	-4	-8	19*	0.1	-6	-1.6
CCC1CCCCN1C(=O)CSc1nc(N)cc(=O)[nH]1 (stereo not drawn)	-0.1	3	-6	87	0	4	-4	0.2	3	-2.3
O=C(Nc1nc2c(s1)CCCC2)c1nn(Cc2ccccc2)c(=O)c2ccccc12	0.0	-7	10	93	0	8	1	0.1	11	-1.8
Nn1c(-c2cccc([N+](=O)[O-])c2)nc2ccccc2c1=O	0.1	1	0	99	4	6	-2	-0.6	7	1.1
